DAX1 inh-1 – DAX1 (NR0B1) inhibitors, primary screen, cell-based, HEK293, Gal4-DAX1, luciferase luminescence; Nuclear receptor subfamily 0 group B member 1 (Homo sapiens), P51843; HEK293 Gal4-DAX1 luciferase reporter; inhibition, % at 6.75 µM; 340,000 tested, 0.99% active; AID 504766, 2011;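 active = inhibition above the mean over all tested compounds plus 3 SD, cut at about 4.2% in these data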;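 also: 0% = DAX1-transfected cells with DMSO and 100% = empty-vector control cells with DMSO; inhibition shows as a rise in luminescence from relieved DAX1 repression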
Target sequence (P51843 207-470 limits assumed): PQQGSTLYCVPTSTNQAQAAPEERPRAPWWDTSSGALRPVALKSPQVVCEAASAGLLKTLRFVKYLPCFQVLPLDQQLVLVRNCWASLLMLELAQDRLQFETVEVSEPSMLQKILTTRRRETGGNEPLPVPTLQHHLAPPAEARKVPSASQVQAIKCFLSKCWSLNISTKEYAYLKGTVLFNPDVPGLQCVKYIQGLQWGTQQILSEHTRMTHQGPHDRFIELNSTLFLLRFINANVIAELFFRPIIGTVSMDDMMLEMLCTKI
NPR1 activator – GC-A stimulated cGMP production enhancers – HEK293 GC-A cells, cGMP TR-FRET, EC30 ANP, primary screen; Atrial natriuretic peptide receptor 1 (Homo sapiens), P16066; 0% at EC30 ANP, 100% saturating ANP; activation, % at 10 µM; 370,000 tested, 0.14% active; AID 1671463, 2021; in the data active = activation above about 40%
hcDAF-12 act – H. contortus DAF-12 nuclear receptor activators, primary screen, cell-based, luminescence, HEK293, lit1-tk-luc reporter. HEK293 hcDAF-12 lit1-tk-luc reporter; 0% DMSO, 100% Δ7-dafachronic acid. activation, % at 6.8 µM. 370,000 tested, 1.4% active. AID 652067, 2013;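 active = activation above the mean of all tested compounds plus 3 SD, cut at about 5.5% in these data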;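 also: 100% = response to 3 µM Δ7-dafachronic acid high control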
KLK7 zymogen act – proKLK7 zymogen activators, primary screen, biochemical, fluorescence intensity. Kallikrein-7 (Homo sapiens), P49862. purified proKLK7, EDANS-DABCYL substrate fluorescence; 100% is mature enzyme control, 0% vehicle. activation, % at 7 µM. 370,000 tested, 0.9% active. AID 652039, 2013;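 active = activation above the mean of all tested compounds plus 3 SD, computed per campaign excluding outliers beyond control limits, cut at about 13% in these data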
Target sequence (P49862 whole entry, looked up): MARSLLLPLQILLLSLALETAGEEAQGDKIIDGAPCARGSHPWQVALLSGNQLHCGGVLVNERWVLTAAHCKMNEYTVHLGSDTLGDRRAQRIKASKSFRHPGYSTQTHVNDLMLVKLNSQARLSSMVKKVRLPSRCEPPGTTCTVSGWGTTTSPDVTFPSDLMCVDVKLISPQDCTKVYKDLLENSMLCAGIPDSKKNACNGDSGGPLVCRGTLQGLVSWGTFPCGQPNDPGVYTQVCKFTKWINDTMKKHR
DAX1 inh-2 – DAX1 (NR0B1) inhibitors on StAR promoter, primary screen, cell-based, luminescence, SF-1 (NR5A1), full-length DAX-1. AID 652010, 2013. HEK293T StAR-luciferase reporter, SF-1/DAX-1 repression relief. inhibition, % at 6.8 µM. 370,000 tested, 1.1% active;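 active = inhibition above the mean over all tested compounds plus 3 SD, cut at about 3.6% in these data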;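 also: 0% = DAX-1 cells with DMSO and 100% = cells lacking DAX-1 with DMSO; higher inhibition means more luminescence from relief of DAX-1 repression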
SMARCA2 act – SMARCA2 (BRM) function activators, primary screen, cell-based, luminescence, high throughput; MG213 cells, MMTV-luciferase reporter, dexamethasone, overnight; 370,000 tested, 1% active; activation, % at 9.1 µM; in the data active = activation above about 7.8%;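 also: 0% = vehicle wells and 100% = reference activator wells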
GC-B act – human GC-B receptor activators, primary screen, HEK293 GC-B cells, cGMP TR-FRET, EC30 CNP. 0% at EC30 CNP, 100% saturating CNP. 370,000 tested, 0.11% active. AID 1920062, 2024. activation, % at 10 µM. Atrial natriuretic peptide receptor 2 (Homo sapiens), P20594;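 active = activation at 10 µM reaching about 35% in either raw or pattern-adjusted values, limit read from the data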
ssDAF-12 act – S. stercoralis DAF-12 nuclear receptor activators, primary screen, cell-based, luminescence, HEK293, GRIP1 co-expression, lit1-tk-luc; 370,000 tested, 1% active; HEK293 ssDAF-12/GRIP1 lit1-tk-luc reporter; % of 3 µM dafachronic acid response; activation, % at 6.8 µM; Nuclear hormone receptor DAF-12 (Strongyloides stercoralis); AID 652126, 2013;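 active = activation above the mean over all tested compounds plus 3 SD, cut at about 0.9% in these data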;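 also: 0% = DMSO-only wells and 100% = 3 µM delta7-dafachronic acid wells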
FXN GAA850 act – FXN promoter activators, primary screen, cell-based, luciferase luminescence, HEK293 lucGAA850. HEK293 lucGAA850 FXN promoter luciferase reporter, 24 h; percent of 10 µM SAHA response. activation, % at 6 µM. 360,000 tested, 0.56% active. AID 540364, 2011;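 active = activation above the average of all compounds screened plus 3 SD, cutoff fixed separately per campaign, cut at about 7.5% in these data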;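 also: 0% = DMSO wells and 100% = 10 µM SAHA wells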
sPLA2-III inh – human group III sPLA2 inhibitors, primary screen, biochemical, QFRET, BODIPY PC-A2 liposome substrate; Group 3 secretory phospholipase A2 (Homo sapiens), Q9NZ20; QFRET BODIPY PC-A2 liposome hydrolysis, fluorescence; inhibition, % at 12.2 µM; 370,000 tested, 0.56% active; AID 743126, 2013;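 active = inhibition above mean plus 3 SD of compounds lying within the high and low control bounds, cut at about 19% in these data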;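 also: 0% = median of test compound wells and 100% = no enzyme DMSO wells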
Target sequence (Q9NZ20 whole entry, looked up): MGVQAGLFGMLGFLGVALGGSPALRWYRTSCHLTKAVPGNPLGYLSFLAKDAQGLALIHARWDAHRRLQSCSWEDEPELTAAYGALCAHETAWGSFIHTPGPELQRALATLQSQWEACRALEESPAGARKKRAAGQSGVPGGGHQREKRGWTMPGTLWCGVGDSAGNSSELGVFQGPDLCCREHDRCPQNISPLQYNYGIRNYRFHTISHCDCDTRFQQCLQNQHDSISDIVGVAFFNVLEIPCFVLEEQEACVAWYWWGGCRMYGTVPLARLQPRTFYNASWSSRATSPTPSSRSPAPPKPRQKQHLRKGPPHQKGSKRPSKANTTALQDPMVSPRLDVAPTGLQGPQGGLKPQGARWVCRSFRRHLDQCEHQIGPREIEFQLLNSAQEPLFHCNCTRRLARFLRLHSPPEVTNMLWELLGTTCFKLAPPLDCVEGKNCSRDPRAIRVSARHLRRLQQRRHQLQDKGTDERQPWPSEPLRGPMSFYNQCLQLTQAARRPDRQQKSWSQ
hgDAF-12 ag – H. glycines DAF-12 receptor agonists, primary screen, cell-based, luminescence, HEK293, GAL4 fusion, UAS-luciferase; AID 687014, 2013; HEK293 GAL4-hgDAF12 UAS-luciferase reporter, agonist luminescence; normalized to butyrate control; activation, % at 6.8 µM; 370,000 tested, 1.8% active;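 active = activation above a cutoff set at the mean of all screened compounds plus 3 SD, cut at about 10% in these data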;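 also: 0% = DMSO wells and 100% = sodium butyrate wells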
An asterisk follows results filed as active; . = no result given. Rows were taken by chance; 6.7% or so of the library scored in one or more.

Every second line gives: DAX1 inh-1	NPR1 activator	hcDAF-12 act	KLK7 zymogen act	DAX1 inh-2	SMARCA2 act	GC-B act	ssDAF-12 act	FXN GAA850 act	sPLA2-III inh	hgDAF-12 ag
1	O=C(Nc1ccn(CCCNCc2ccccc2)c(=O)n1)OCc1ccccc1
  -0.3	4	-1.6	0.1	2.3	-3	-1	-1.0	-1.5	-3	-2.3
2	Cc1ccc(-c2nnn(CC(=O)N(c3ccc(F)cc3)C(C(=O)NC(C)(C)C)c3ccco3)n2)o1 (stereo not given)
  1.4	-5	0.4	-0.6	0.8	3	-1	-1.1	1.1	7	1.8
3	Cc1ccc(-c2nc(SCC(=O)c3c(N)n(C)c(=O)n(C)c3=O)n[nH]2)cc1
  3.0	6	-0.4	0.2	-0.5	4	-10	-0.7	0.6	1	0.7
4	C/C=C(\C)C(=O)NCCN1C2=NC[C@H](Cc3ccccc3)N2C[C@@H]1Cc1ccc(OC)cc1
  -0.4	-5	0.1	0.0	-0.4	0	-10	-1.4	-2.1	3	0.9
5	CC(=O)N1CCC(N(C(=O)Nc2ccc(Cl)cc2)C(C)C)CC1
  1.4	3	3.9	0.1	0.5	1	0	-0.6	-0.2	3	1.0
6	O=C(CC1C(=O)NCCN1C(=O)Nc1ccc(F)cc1)Nc1ccc(F)cc1 (stereo not given)
  2.5	-8	1.0	-0.3	0.0	0	-4	-0.7	2.3	10	0.4
7	CN1C(=O)c2cc(NC(=O)c3cccc(F)c3)ccc2OC[C@@H]2O[C@H](CC(=O)NCc3ccccc3)CC[C@H]21
  .	-1	-0.5	0.1	-0.8	-4	0	-0.7	.	-5	0.5
8	COc1ccc(CN2[C@@H](CC(=O)O)c3ccc(C(F)(F)F)cc3S2(=O)=O)cc1
  .	2	-0.9	-0.7	0.1	0	1	-1.4	.	4	-0.8
9	CC1CCCCC12NC(=O)N(CC(=O)NC(=O)NCc1ccco1)C2=O (stereo not given)
  -0.1	0	0.8	0.2	0.7	-1	2	-2.1	-2.2	-1	0.6
10	CCCCN(C(=O)CCC(=O)Nc1cc(C)on1)C(C(=O)NC1CCCC1)c1cccc(OC)c1 (stereo not given)
  0.2	-10	0.8	0.6	-0.2	-4	-10	-1.3	-0.5	6	3.2
11	O=C(Cc1ccccc1)NCCCN1CCN(CCCNC(=O)Cc2ccccc2)CC1
  -0.3	-1	2.3	0.6	1.2	-4	3	-0.8	-2.5	1	-0.2
12	Cc1[nH]c2ccccc2c1C(=O)COc1ccccc1
  -1.1	2	0.9	0.0	-0.1	0	-3	-0.6	1.5	1	0.5
13	CCOc1ccc(OCC(=O)Nc2cc(Cl)ccc2-n2cncn2)cc1
  0.2	1	-0.3	0.1	-0.8	-3	0	-0.9	1.2	10	2.2
14	O=S(=O)(NCCNc1ncc(C(F)(F)F)cc1Cl)C(F)(F)F
  -0.9	4	-1.0	0.0	-0.1	-1	5	-1.8	2.4	-17	0.8
15	O=C(Nc1ccc(Cl)c(S(=O)(=O)N2CCOCC2)c1)c1cc(-c2ccccn2)nc2ccccc12
  -1.6	10	-2.5	0.3	0.1	0	1	-1.4	0.1	-5	0.2

New compounds follow
Every second line gives: DAX1 inh-1	NPR1 activator	hcDAF-12 act	KLK7 zymogen act	DAX1 inh-2	SMARCA2 act	GC-B act	ssDAF-12 act	FXN GAA850 act	sPLA2-III inh	hgDAF-12 ag
16	Cc1sc2nc(COC(=O)c3ccc(N4CCCC(C)C4)c([N+](=O)[O-])c3)[nH]c(=O)c2c1C (stereo not given)
  2.3	3	0.5	0.1	-0.5	-1	-2	-1.1	1.2	-1	0.5
17	Cc1ccc2c(c1)N(CC(=O)N1CCCC1)C(=O)CO2
  0.4	0	-0.9	-0.2	-0.2	-3	5	-0.8	0.7	9	-3.5
18	Cc1cc(-c2nnc(CCC(=O)NC(Cc3ccccc3)c3ccccc3)o2)no1 (stereo not given)
  -0.1	-3	0.3	-0.4	-0.2	0	1	-1.2	0.3	-1	-4.4
19	CCc1ccccc1-n1c(SCC(=O)NC)nnc1-c1cccnc1
  -0.5	1	-1.7	0.0	-0.2	0	-3	-1.1	-0.7	0	2.2
20	O=S(=O)(NCc1ccc(Cl)cc1)NCc1ccccc1F
  -0.2	4	-1.3	0.1	0.1	0	-2	-1.5	1.4	-6	2.8
21	Cc1cc(F)ccc1S(=O)(=O)Nc1ccc(C(=O)N2CCCCCC2)cc1
  -0.4	1	-0.6	-0.1	-2.5	-2	-1	-1.7	3.3	-5	0.4
22	CC(=O)c1c(C)nn(CCC(=O)O)c1C
  1.2	0	-1.4	-0.2	0.3	-1	1	-0.4	1.7	0	0.9
23	c1csc(-c2nnc(COc3ccc4c(c3)OCO4)o2)c1
  0.1	-3	1.6	1.2	2.2	4	1	-1.4	4.8	-2	4.6
24	Nc1ccc2ccccc2c1[N+](=O)[O-]
  2.2	2	2.9	0.3	1.3	-4	-3	-0.5	0.4	-2	-0.5
25	CC(=O)N1CC(C)Oc2ccc(S(=O)(=O)NC(CC(=O)O)c3ccccc3)cc21 (stereo not given)
  1.7	3	0.1	0.6	0.1	-1	-2	-1.2	-1.0	1	-1.4
26	CC(=O)Nc1ccc(-c2nnc(SCC(=O)n3c4c(c5ccccc53)CCCC4)n2C)cc1
  -0.1	-1	-0.9	0.3	0.4	0	0	-2.0	-2.0	1	1.1
27	Cc1noc(C)c1NC(=O)Nc1cccc2c1O[C@H](CN(C)S(=O)(=O)c1c(C)noc1C)[C@@H](C)CN([C@H](C)CO)C2=O
  0.0	1	1.9	-0.4	-0.2	2	-6	-1.3	-0.6	5	-0.9
28	CC(C)c1nnc(NC(=O)CCC(=O)N2CCN(c3ccccn3)CC2)s1
  0.2	2	-0.1	0.3	0.4	2	2	-0.7	0.7	5	-0.4
29	O=C(NCC1CCCO1)c1ccc(Cl)c(S(=O)(=O)N2CCOCC2)c1 (stereo not given)
  1.0	-2	0.3	0.0	-0.3	-2	3	-1.1	-0.5	6	-3.0
30	CCc1ccc(C(=O)Nc2cccnc2Oc2ccc(Cl)cc2)cc1
  0.8	-2	-1.3	0.1	-0.1	1	2	-1.2	0.1	9	2.0

(further entries)
Every second line gives: DAX1 inh-1	NPR1 activator	hcDAF-12 act	KLK7 zymogen act	DAX1 inh-2	SMARCA2 act	GC-B act	ssDAF-12 act	FXN GAA850 act	sPLA2-III inh	hgDAF-12 ag
31	COc1ccc(C2=NN(C(=O)CCC(=O)O)C(c3ccccc3OC)C2)cc1 (stereo not given)
  3.0	0	1.1	-0.1	0.6	-2	2	-0.7	3.0	12	-0.1
32	C=CCn1c(N2CCN(c3ccc(OC)cc3)CC2)nc2c1c(=O)[nH]c(=O)n2C
  -0.8	-4	-0.7	0.3	-0.8	-2	-1	-2.4	-0.6	1	-0.3
33	CCCCNC(=O)CSc1nc(Cc2ccccc2)nc2ccccc12
  -0.1	-5	-0.8	0.7	0.2	4	-7	-1.6	0.2	4	-1.4
34	Cc1cc(C(=O)NCC(C)(C)N2CCOCC2)c(C)o1
  0.5	2	-1.1	0.5	0.3	-1	4	-0.7	-1.4	16	0.9
35	Cc1c(Cl)cccc1NC(=O)Cc1cccs1
  1.3	1	0.7	0.2	0.1	5	5	-0.3	1.8	1	5.1
36	Cc1ccccc1NC(=O)/C=C/c1cccs1
  -0.1	2	2.4	-0.4	2.6	4	-1	-0.9	4.3	1	13*
37	COc1ccc(/C=C/C(=O)N(C)Cc2cccs2)cc1S(=O)(=O)N1CCOCC1
  -0.3	-1	-2.0	0.2	-0.2	-3	-1	-1.5	-0.8	-4	-2.6
38	O=C(COc1ccc(Cl)cc1)OCc1csc(Nc2ccccc2)n1
  -0.3	0	4.3	0.1	0.3	0	-4	-1.7	0.6	-13	-0.4
39	O=C(CCn1c(=O)c2ccccc2n(Cc2ccccc2)c1=O)NCc1ccc2c(c1)OCO2
  0.5	-5	-1.8	0.3	-0.3	0	2	-0.6	-0.1	7	0.1
40	COc1ccc(C(=O)NN2CCOCC2)cc1[N+](=O)[O-]
  0.8	0	2.8	-0.8	-1.3	1	-1	-0.3	0.1	-2	2.1
41	Cc1noc(C)c1COc1cccc(C(=O)NCc2cccc(Cl)c2)c1
  -0.4	3	-1.6	0.2	-1.1	-1	5	-1.4	-1.8	-22	-3.6
42	COc1ccc(CNC(=O)CSc2ccsc2[N+](=O)[O-])cc1
  0.3	-5	3.3	-0.2	1.9	4	-2	1.3*	6.7	-5	6.5
43	COc1ccc(Cl)cc1NC(=O)CN(C)C(=O)c1ccc(C)s1
  0.6	2	1.1	0.6	1.3	-2	-7	0.3	1.7	1	0.2
44	CN(C)CCCNC(=O)c1ccc(-c2ccccc2)cc1
  0.8	2	-1.4	-0.7	0.8	-5	0	-1.2	-0.3	10	4.0
45	COc1ccc(-c2cc(C(F)F)n3ncc(C(=O)Nc4cnn(Cc5ccccc5)c4)c3n2)cc1
  .	0	0.2	-0.3	-0.4	-1	2	-1.7	.	1	-2.2

Later entries
Every second line gives: DAX1 inh-1	NPR1 activator	hcDAF-12 act	KLK7 zymogen act	DAX1 inh-2	SMARCA2 act	GC-B act	ssDAF-12 act	FXN GAA850 act	sPLA2-III inh	hgDAF-12 ag
46	CCNS(=O)(=O)c1ccc(CCC(=O)O)cc1
  2.3	-1	0.5	0.6	-0.2	-3	-1	-0.7	0.5	-1	-3.7
47	CSc1ncccc1C(=O)Nc1nc2ccc(Oc3ccccc3)cc2s1
  1.3	-1	1.7	-7.7	0.1	-1	1	-0.7	4.4	-5	1.0
48	Cc1cnc(NC(=O)CN(C)S(=O)(=O)c2ccc(Cl)cc2)s1
  -0.3	4	-0.5	-0.1	-0.8	-1	3	-1.2	-1.5	3	1.8
49	CC1(C(=O)NS(=O)(=O)c2cccs2)CCN1C(=O)C1CCCCC1 (stereo not given)
  .	-1	0.4	-0.6	0.3	1	2	-0.6	0.8	-1	1.2
50	Cc1cccc(NCc2ccccc2O)c1
  -0.6	0	1.6	-0.2	0.2	4	7	-0.4	1.3	8	0.6
51	CN1CCN(CCCNCc2cn(CCC#N)c3ccccc23)CC1
  -0.4	-1	1.9	0.0	0.1	-2	-1	-0.2	0.0	-1	-0.6
52	COc1cc2c(cc1OC)CN(Cc1nc3ccsc3c(=O)[nH]1)CC2
  -1.7	0	2.0	31*	0.1	-7	-1	-0.8	0.6	5	0.4
